Screening results deposited in PubChem by several laboratories.
SRC1 inh – SRC1 coactivator transcriptional activity inhibitors, primary screen, cell-based, luminescence; Nuclear receptor coactivator 1 (Homo sapiens), Q15788; HEK293 GAL4-SRC1 luciferase reporter; inhibition, % at 3.6 µM; hit rate 0.12% among 360,000;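 active = inhibition above the campaign mean plus 3 SD, with each screening campaign given its own cutoff, cut at about 60% in these data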;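 note: 0% = DMSO treated cells and 100% = gossypol at 36 µM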
TLR9-MyD88 block – inhibitors of TLR9-MyD88 association in cells, primary screen, cell-based, CHO, BLA complementation, fluorescence; AID 504734, 2011; CCF4 FRET ratio; hit rate 0.21% among 340,000; inhibition, % at 4.98 µM;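 active = inhibition above the mean over all tested compounds plus 3 SD, cut at about 21% in these data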;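 note: 0% = DMSO only wells and 100% = clavulanate BLA inhibitor control wells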
NCOA3 inh – SRC3 coactivator transcriptional activity inhibitors, primary screen, cell-based, luminescence | Nuclear receptor coactivator 3 (Homo sapiens), Q9Y6Q9 | HEK293 GAL4-SRC3 luciferase reporter | inhibition, % at 3.6 µM | hit rate 0.17% among 360,000 | AID 588352, 2011;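 active = inhibition above a per-campaign cutoff, the mean of all compounds plus 3 SD, cut at about 60% in these data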;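 note: 0% = DMSO-treated cells and 100% = gossypol-treated cells at 36 µM; higher means less SRC3-driven luciferase light from the GAL4 reporter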
NCOA2 inhibitor – inhibition of GAL4-SRC2 driven luciferase reporter, primary screen, SRC2 inhibitor project, cell-based, luminescence; AID 651957, 2012; Nuclear receptor coactivator 2 (Homo sapiens), Q15596; HEK293 GAL4-SRC2 luciferase reporter; inhibition, % at 9 µM; hit rate 0.17% among 370,000;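 active = inhibition above the mean inhibition of all tested compounds plus 3 SD, set per campaign, cut at about 52% in these data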;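 note: 0% = DMSO treated cells and 100% = cells given Gossypol at 36 µM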
MC4R ag barr – MC4R agonists recruiting beta-arrestin, primary screen, cell-based, luminescence, agonist arm of biased-ligand search; activation, % at 8.9 µM; U2OS MC4R beta-arrestin complementation; percent of melanotan II response, DMSO zero; AID 540308, 2011; hit rate 0.98% among 360,000; Melanocortin receptor 4 (Homo sapiens), P32245;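 active = activation above a per-plate cutoff, the mean activation of sample wells on that plate plus 3 SD, cut at about 8% in these data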
LMP1 NFkB inh – EBV LMP1-driven NF-kappaB luciferase reporter inhibitors, primary screen, cell-based, luminescence, single point; LMP1-induced NF-kappaB luciferase reporter cells; inhibition, % at 12.5 µM; hit rate 0.69% among 350,000; in the data active = inhibition above about 41%;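 note: 0% = neutral control wells and 100% = reference inhibitor control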
COUP-TFII inh – NR2F2 transcriptional activity inhibitors, primary screen, cell-based, luciferase reporter, HEK293T, luminescence. COUP transcription factor 2 (Homo sapiens), P24468. HEK293T NGFI-A luciferase reporter. inhibition, % at 8.6 µM. hit rate 0.7% among 370,000;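 active = inhibition above a per-plate cutoff, mean inhibition of test wells between control levels plus 3 SD, cut at about 38% in these data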;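 note: cells cotransfected with COUP-TFII expression vector driving the NGFI-A reporter; 0% = median of COUP-TF2 test wells and 100% = reporter-only cells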
MC4R antag cAMP – MC4R antagonists of cAMP signaling, primary screen, cell-based, TR-FRET, antagonist arm of biased-ligand search. MC4R-expressing cells, MTII-stimulated cAMP, LANCE TR-FRET. inhibition, % at 6.5 µM. AID 540295, 2011. hit rate 0.48% among 360,000. Melanocortin receptor 4 (Homo sapiens), P32245;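 active = inhibition above its plate's cutoff, the mean of tested wells on that plate plus 3 SD, cut at about 29% in these data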;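 note: 0% = Melanotan II alone and 100% = Melanotan II plus saturating MCL0020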
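Assay system: U2OS-MC4R stable cell line; Also added: Melanotan II; Technique: Eu-cAMP/anti-cAMP TR-FRET, emission 671 nm; Times: 30-min compound, 1-h challenge, 1-h detection, room temperature.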
LRH-1 inv ag – LRH-1 (NR5A2) inverse agonists, primary screen, cell-based, luminescence, HEK293T, StAR-luciferase reporter | LRH-1 transfected, 24 h | hit rate 0.13% among 360,000 | inhibition, % at 3.6 µM | Nuclear receptor subfamily 5 group A member 2 (Homo sapiens), O00482;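 active = inhibition above the mean inhibition of all tested compounds plus 3 SD, cut at about 73% in these data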;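 note: 0% = DMSO wells and 100% = reporter-only cells lacking LRH-1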
ABHD5-PLIN5 inh – ABHD5-PLIN5 interaction inhibitors, primary screen, cell lysate, split luciferase complementation, luminescence; Split G. princeps luciferase complementation, 4 h; inhibition, % at 4 µM; hit rate 0.78% among 360,000; AID 602281, 2012;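 active = inhibition above the mean inhibition across every tested compound plus 3 SD, cut at about 22% in these data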;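 note: 0% = DMSO only wells and the 100% control is not disclosed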
Target sequence (Q00G26 whole entry, looked up): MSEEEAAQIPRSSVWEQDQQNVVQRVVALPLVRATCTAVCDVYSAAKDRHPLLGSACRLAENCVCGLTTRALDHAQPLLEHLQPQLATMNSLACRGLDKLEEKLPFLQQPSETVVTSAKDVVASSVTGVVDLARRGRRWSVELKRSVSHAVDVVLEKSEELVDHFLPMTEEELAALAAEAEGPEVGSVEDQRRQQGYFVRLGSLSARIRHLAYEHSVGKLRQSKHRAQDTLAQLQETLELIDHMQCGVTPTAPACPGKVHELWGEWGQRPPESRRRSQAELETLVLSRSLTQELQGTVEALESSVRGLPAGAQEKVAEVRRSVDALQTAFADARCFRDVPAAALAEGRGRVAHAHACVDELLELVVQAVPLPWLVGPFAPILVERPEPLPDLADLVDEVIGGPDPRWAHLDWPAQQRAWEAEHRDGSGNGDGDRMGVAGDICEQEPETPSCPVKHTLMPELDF
Target sequence (Q8WTS1 whole entry, looked up): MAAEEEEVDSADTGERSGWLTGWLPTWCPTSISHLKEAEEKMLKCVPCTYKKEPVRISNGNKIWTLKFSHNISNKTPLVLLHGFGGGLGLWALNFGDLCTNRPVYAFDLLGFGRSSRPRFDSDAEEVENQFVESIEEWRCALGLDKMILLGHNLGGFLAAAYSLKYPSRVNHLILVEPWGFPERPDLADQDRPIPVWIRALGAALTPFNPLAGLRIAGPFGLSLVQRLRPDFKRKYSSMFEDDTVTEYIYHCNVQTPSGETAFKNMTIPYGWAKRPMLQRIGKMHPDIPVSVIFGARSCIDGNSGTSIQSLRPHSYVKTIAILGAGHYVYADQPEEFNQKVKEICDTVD
NOD2-RIPK2 inh – NOD2-RIPK2 binding disruptors in cells, primary screen, fluorescence, CHO cells, BLA complementation. Receptor-interacting serine/threonine-protein kinase 2 (Homo sapiens), O43353. CCF4 ratio. inhibition, % at 4.98 µM. hit rate 0.38% among 360,000. AID 624267, 2012; in the data active = inhibition above about 21%;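 note: 0% = vehicle only and 100% = reference blocker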
Numbers without * were called inactive; nt = not tested or not shown. An excerpt. The share of hits here may be higher or lower than overall.

SMILES	SRC1 inh	TLR9-MyD88 block	NCOA3 inh	NCOA2 inhibitor	MC4R ag barr	LMP1 NFkB inh	COUP-TFII inh	MC4R antag cAMP	LRH-1 inv ag	ABHD5-PLIN5 inh	NOD2-RIPK2 inh
O=C(CCCn1c(SCC(=O)c2ccc(O)c(O)c2)nc2ccccc2c1=O)NCC1CCCO1 (stereo unspecified)	-5	5	12	-9	-0.8	1	5	-3	-13	2	-6
O=C(Nc1ccccc1C(=O)O)c1ccc(NC(=O)C2CCCO2)cc1 (stereo unspecified)	3	-9	12	-4	-1.3	0	9	1	3	2	-9
CCOc1ccc(CN2CCN(Cc3cnn(CC)c3C)CC2CCO)cc1 (stereo unspecified)	-13	-11	17	14	-1.3	-10	-8	-7	13	3	-11
O=S(=O)(c1ccc2c(c1)OCCO2)N1CCN(c2ncnc3sccc23)CC1	4	nt	27	38	-1.0	19	70*	-8	36	0	0
c1cncc(COC2CCCN(Cc3nc(-c4cccs4)no3)C2)c1 (stereo unspecified)	-3	-2	8	17	0.9	-7	-3	0	-8	2	-10
CCOc1cc2[nH]c(=S)n(CCCCC(=O)NCc3ccco3)c(=O)c2cc1OCC	14	-5	6	-5	2.4	9	2	-9	3	20	1
Cc1nccn1CCC(=O)NC1CC(C)(C)Cc2c1cnn2-c1ccccc1 (stereo unspecified)	2	3	-3	-19	-1.1	0	7	-5	8	4	3
CCn1c(SCC(=O)NCc2ccco2)nnc1-c1ccc(N)cc1	0	-10	10	0	-0.5	-4	-4	0	-10	-6	-13
COc1cccc(C(C)(O)c2nc(-c3ccccc3C)cs2)c1 (stereo unspecified)	7	nt	8	13	1.5	nt	15	8	9	-1	-5
CCc1ccccc1NC(=O)C1CC(c2ccc(OC)cc2)=NO1 (stereo unspecified)	-23	-16	-8	-20	-1.0	2	22	7	-2	-3	-2
COc1ccc(C2=Nn3c(nnc3C3CCCCC3)SC2)cc1OC	-64	-14	-34	-30	1.0	14	-87	-37	18	-2	-2
COc1ccc2cc(-c3[nH]ncc3CN3CCCCO3)ccc2c1	-30	-7	-18	-36	-0.1	-16	5	-4	-36	-2	1
O=C(Nc1ccc(-c2nc3ncccc3o2)cc1)c1ccc(Br)o1	-26	-6	-9	-13	4.7	6	6	19	-9	-1	-5
O=C(Nc1cccc(-c2ccc(N3CCOCC3)nn2)c1)c1ccc(F)cc1F	-76	-13	-68	-42	0.0	-19	-11	16	-70	-2	-5
CCN(Cc1ccccc1)C(=O)c1[nH]c2ccc(OC)cc2c1C	17	4	10	-7	-1.4	-5	6	8	7	-3	-17
COc1cc(NC(N)=S)c(OC)cc1Cl	6	-3	8	22	-1.4	4	8	4	-11	-1	3
O=C(c1ccc(F)cc1)N1CCC(N2CCOCC2)CC1	6	-6	1	-12	0.6	0	-6	5	5	2	-9
Cc1ccc2oc(=O)c3cc(C(=O)NCCCN4CCc5ccccc5C4)sc3c2c1	6	-8	-3	-24	1.3	-8	8	10	1	4	-14
O=C(NC1CCCC1)c1nc2c(nnn2Cc2ccccc2Cl)c(=O)[nH]1	-9	-7	9	0	-2.1	9	0	9	11	1	4
Cc1cc(CN2CCC(n3nccc3NC(=O)c3ccccc3C)CC2)n[nH]1	-7	-4	14	-14	-1.4	-7	3	2	3	7	-9
CCN(CC)S(=O)(=O)c1ccc(NC(=O)COC(=O)CN2C(=O)c3ccccc3C2=O)cc1	1	-1	9	-23	-0.8	-2	-1	5	6	1	-1
CCC(C(=O)Nc1ccc(C(=O)N2CCCC2)cc1)c1ccccc1 (stereo unspecified)	-2	3	6	-5	-0.3	5	7	17	1	-1	-15
N#Cc1ccccc1Cn1c(=O)n(Cc2ccc(C(=O)NCc3ccco3)cc2)c(=O)c2ccccc21	-3	3	14	-2	2.5	-14	4	-2	3	-1	-4
CC(C)=NN/C(N)=N/C(=S)Nc1ccc(C)cc1	-12	1	1	-6	-2.6	-17	14	-4	10	-19	-2
COc1ccc(/C=N/NC(=O)c2cc3cc(OC)c(OC)cc3[nH]2)cc1	-2	8	2	-14	0.6	11	-33	5	5	14	9

More results.
SMILES	SRC1 inh	TLR9-MyD88 block	NCOA3 inh	NCOA2 inhibitor	MC4R ag barr	LMP1 NFkB inh	COUP-TFII inh	MC4R antag cAMP	LRH-1 inv ag	ABHD5-PLIN5 inh	NOD2-RIPK2 inh
CN(C)S(=O)(=O)c1cccc(C(=O)Nc2n[nH]c(C(F)(F)F)n2)c1	5	1	-13	13	-2.8	1	-24	15	-5	-7	-7
CC1=CC(C)C(C[N+]2(C)CCCCC2)C(C)C1 (stereo unspecified)	8	12	13	21	-2.1	-8	11	17	19	1	-5
Cc1cccc(NC(=O)c2ccc3c(c2)CCN3S(C)(=O)=O)c1C	-9	6	-13	7	-1.6	-7	-10	-8	-19	-1	-4
COCCn1c(=O)[nH]c2cc(C(=O)NCCc3ccc(OC)c(OC)c3)ccc2c1=O	13	3	14	10	-1.1	-1	20	2	4	-4	-2
Cc1ccccc1NS(=O)(=O)c1ccc(C(=O)OCC(=O)NCC(C)C)cc1	2	8	-5	-19	-1.9	4	-4	15	-9	-2	-4
COc1ccc(Cc2nnc(Nc3c(C)cccc3C)o2)cc1OC	-5	-8	14	23	-0.9	5	-9	5	13	-3	-12
CC(=O)c1ccc(N2CCN(C(=O)CCC(=O)Nc3ccc4nc(N5CCN(C)CC5)cc(C)c4c3)CC2)cc1	6	-6	-17	-10	-1.4	2	-12	10	20	2	-4
COCCCN1C(=O)C(CC(=O)NCCN2CCOCC2)CC(C(=O)N(C(C)C)C(C)C)=C1C (stereo unspecified)	7	nt	18	1	nt	nt	2	nt	-34	-10	-4
COc1ccc(-n2cnnc2SCC(=O)NC2CC2)cc1	10	-13	-16	-5	1.3	-22	-3	-4	4	4	-13
COc1ccc(-c2nc3cc(NC(=O)c4ccc5c(c4)OCO5)ccc3o2)cc1	-17	-10	-29	-29	1.6	-16	7	-1	-18	-3	4
O=C(O)CCC(=O)N1CCc2cc(S(=O)(=O)N3CC=C(c4ccccc4)CC3)ccc21	-9	4	-2	-1	-0.7	-3	-14	10	1	0	-5
O=C(Cn1cnc2c(cnn2-c2ccc(F)cc2)c1=O)NCCc1ccccc1	6	-11	-4	8	2.1	3	-7	-2	20	8	-12
COc1ccc(C(=O)Oc2ccc3ccc(=O)oc3c2)cc1	4	2	9	-7	2.4	-9	2	6	-12	-4	10
N#Cc1ccccc1OCC(=O)OCC(=O)NC1CCCCC1	4	3	-2	21	-2.7	0	6	2	8	2	-1
Cc1ccc2oc(-c3ccc(NC(=O)c4cccnc4)cc3)nc2c1	-74	16	-93	-101	0.1	-18	-49	2	-163	3	-6
Cc1cccc2c1CC(C)(C)N=C2C1=C(O)CC(C)(C)CC1=O	1	-5	5	14	-1.0	-7	-13	0	-15	1	-8
Cc1cc(=O)n2[nH]c(-c3ccsc3-n3c(C)ccc3C)cc2n1	-22	1	-1	-3	0.0	4	-8	9	3	7	-4
O=C1Nc2ccccc2Oc2cc([N+](=O)[O-])cc(Oc3ccccc3)c21	-14	-6	0	-5	8.0	5	-1	7	11	-6	-3
CCC(C)NC(=O)C1c2cc(OC)c(OC)cc2C(=O)N(C)C1c1cccs1 (stereo unspecified)	-15	-1	8	-19	-1.1	1	14	4	-8	1	0
COc1ccccc1Nc1ccc2c(O)cc(S(=O)(=O)O)cc2c1	4	-4	4	7	0.2	-8	7	4	-3	10	-8
COCCN(C(=O)CN1CCN(S(=O)(=O)c2ccc(F)cc2)CC1)c1c(N)n(Cc2ccccc2)c(=O)[nH]c1=O	2	-6	-1	-5	3.7	-2	-2	6	2	-3	-4
CNC(=S)NNC(=O)Cn1ccc(C)n1	8	-9	3	-2	1.0	4	2	-7	0	-9	-5
CCCC(=O)NC1=C(C#N)C2(CCCCC2)Cc2ccccc21	3	-1	12	-7	2.4	4	-3	-9	-12	-1	4
N/C(=N\OC(=O)c1ccccc1Br)c1ccc([N+](=O)[O-])cc1	-98	0	-80	-49	8.6*	-123	-12	-16	-9	-5	-7
COc1ccc(-c2ccncc2)cc1OC	5	-3	11	-19	-0.6	9	-20	-2	10	-2	-3

Continuation.
SMILES	SRC1 inh	TLR9-MyD88 block	NCOA3 inh	NCOA2 inhibitor	MC4R ag barr	LMP1 NFkB inh	COUP-TFII inh	MC4R antag cAMP	LRH-1 inv ag	ABHD5-PLIN5 inh	NOD2-RIPK2 inh
FC(F)(F)c1cnc(NNC(=S)Nc2ccc(Cl)cc2)c(Cl)c1	11	-9	28	34	-0.4	31	26	23	10	-11	-6
COc1ccc(OC)c(NC(=O)c2cc(OC(C)=O)cc(C(=O)Nc3cc(OC)ccc3OC)c2)c1	0	3	10	6	4.6	19	11	-21	16	3	-4
CCOc1ccc(C(=O)COC(=O)c2cc([N+](=O)[O-])ccc2N2CCOCC2)cc1	-11	-4	5	20	-3.2	-9	12	0	14	0	-1
Cc1cc(Sc2ncnc(N)c2[N+](=O)[O-])ncn1	1	16	4	nt	-1.3	-10	nt	38*	-7	16	2
COC(=O)c1cn(NC(=O)c2cccc(F)c2)c(=O)c2ccccc12	0	-2	5	-18	-0.4	-9	-13	-5	9	0	-15
CCOc1ccccc1N(C(=O)Cn1nnnc1-c1ccc(C)o1)C(CC)C(=O)NC(C)(C)C (stereo unspecified)	-19	-8	7	-35	0.1	1	-5	6	11	4	0
CN1C(=O)[C@H]2[C@@H](/C=C/c3ccccc3)N3C(=O)CN(CCO)C(=O)[C@@]3(Cc3ccccc3)[C@H]2C1=O	9	10	4	-10	1.5	2	19	6	3	6	4
Cc1nc2nc[nH]n2c(=O)c1NC(=O)CCc1ccccc1	0	-7	-29	4	0.7	1	-17	4	0	0	-7
O=C(COc1ccccc1Cl)Nc1ccc2c(c1)OCCO2	-130	-1	-75	-43	-2.4	-32	-18	0	-164	-4	-5
